From PubChem
sEH inhibitor – inhibitors of human soluble epoxide hydrolase | inhibition, % at 2 µM | P34913 | 91,000 tested, 0.34% active | recombinant human sEH enzymatic activity assay; in the data active = inhibition above about 80%; note: values of inactives mirror those of a sister screen read the other way; many of its hits are not listed in these tables
HUVEC inhibit – inhibitors of human endothelial cell proliferation; viability, % at 10 µM (by protocol); HUVEC proliferation, CellTiter-Glo luminescence, 72 h; active compounds read low; 86,000 tested, 1.1% active;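 active = viability at or below 30%; inactive = viability above 30%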;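 note: 100% = median luminescence of DMSO-only cell control wells on each plate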
S1P2 agonist – activates the human S1P2 receptor; activation, % at 4.5 µM; S1P2-expressing cell line, agonist reporter read-out; 97,000 tested, 0.46% active; in the data active = activation above about 16%;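 note: 0% = vehicle low control and 100% = maximal reference agonist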
sEH act – increases human soluble epoxide hydrolase activity; AID 717; activation, % at 2 µM; 91,000 tested, 0.04% active; purified human sEH enzymatic activity, activator screen; P34913; in the data active = activation above about 37%; note: values of inactives mirror those of a sister screen read the other way
PTPN22 act – increases human PTPN22 phosphatase activity; recombinant LYP, DiFMUP fluorescence; 0 = plate median, 100 = signal doubled; activation, % at 2 µM; 96,000 tested, 0.11% active; AID 697;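 active = activation at 2 µM above a set limit, the mean plus 5 SD, cut at about 37% in these data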
Target sequence (Q9Y2R2 whole entry, looked up): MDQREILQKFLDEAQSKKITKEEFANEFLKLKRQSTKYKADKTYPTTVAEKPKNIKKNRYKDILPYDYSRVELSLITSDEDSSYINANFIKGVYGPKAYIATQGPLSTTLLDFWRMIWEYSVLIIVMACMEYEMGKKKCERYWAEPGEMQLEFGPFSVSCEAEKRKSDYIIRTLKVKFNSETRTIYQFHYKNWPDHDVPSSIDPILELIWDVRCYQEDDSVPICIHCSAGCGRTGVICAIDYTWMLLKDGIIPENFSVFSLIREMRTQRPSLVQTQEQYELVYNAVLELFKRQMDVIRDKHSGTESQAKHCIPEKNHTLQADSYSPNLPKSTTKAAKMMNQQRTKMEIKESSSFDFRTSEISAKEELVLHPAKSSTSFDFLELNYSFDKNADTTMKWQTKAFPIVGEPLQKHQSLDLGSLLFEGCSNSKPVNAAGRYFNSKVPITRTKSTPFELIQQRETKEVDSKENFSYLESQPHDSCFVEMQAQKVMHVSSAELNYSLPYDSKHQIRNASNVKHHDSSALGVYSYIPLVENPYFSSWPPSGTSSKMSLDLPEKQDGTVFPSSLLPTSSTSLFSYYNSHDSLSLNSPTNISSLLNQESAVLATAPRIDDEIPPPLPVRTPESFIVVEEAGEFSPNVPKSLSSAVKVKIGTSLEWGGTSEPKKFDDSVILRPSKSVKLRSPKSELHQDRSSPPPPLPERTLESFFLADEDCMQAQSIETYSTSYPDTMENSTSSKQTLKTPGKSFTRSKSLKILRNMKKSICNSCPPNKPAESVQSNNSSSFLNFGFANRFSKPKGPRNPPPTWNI
Fibroblast inh – blocks proliferation of human lung fibroblasts; LL 47 human lung fibroblast viability, ATP luminescence; active compounds read low; 85,000 tested, 1.1% active; viability, % at 10 µM;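 active = viability at or below 50% in the single dose screen; inactive = viability above 50%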;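 note: compound exposure lasted 72 h before the ATP readout; 100% = median luminescence of untreated cell-only wells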
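Material: Human LL 47 lung fibroblast cells | Input: 1,150 cells/well | Buffer or medium: IMEM plus 15% FBS | Compound dosing: 0.1% DMSO in all compound wells | Times: Overnight cell rest, 72 h compound treatment at 37 °C | Signal: CellTiter-Glo luminescence measuring cellular ATP | Measure: % viability versus median cells-only luminescence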
S1P2 blocker – S1P2 (human) receptor antagonism; O95136; 97,000 tested, 0.21% active; inhibition, % at 5 µM; AID 736; cell-based S1P2 antagonist assay, inhibition at 5 uM; in the data active = inhibition above about 45%;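 note: CRE beta-lactamase reporter cells expressing human S1P2 stimulated with S1P; 0% = agonist at EC80 alone and 100% = agonist plus reference antagonist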
PostGolgi ctrl – inhibits growth of the yeast control strain; efflux-deficient yeast background strain, growth absorbance A615, 16 h; inhibition, % at 10 µM; AID 738; 98,000 tested, 5% active; in the data active = inhibition above about 30%
H69AR growth 86K – growth inhibitors of human H69AR lung tumor cells; H69AR lung tumor viability, ATP luminescence, 72 h; active compounds read low; viability, % at 10 µM; 85,000 tested, 6% active; AID 598;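 active = viability at or below 40%; inactive = viability above 40%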;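 note: multidrug resistant small cell line overexpressing MRP-1 efflux transporter; 100% = mean luminescence of untreated control wells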
* hit, by the source's call; · = not tested or not shown.

A first look:
SMILES	sEH inhibitor	HUVEC inhibit	S1P2 agonist	sEH act	PTPN22 act	Fibroblast inh	S1P2 blocker	PostGolgi ctrl	H69AR growth 86K
COc1ccccc1C/C(N)=N/OC(=O)COc1cccc2ccccc12	3	·	-4	0	-2	·	-5	-3	·
C/C(CC(=O)Nc1ccc(OCc2ccccc2)cc1)=N\NC(=O)C(=O)Nc1ccc(C)c(Cl)c1	5	·	-2	-2	-1	·	-12	3	·
O=C(/C=N/O)NCC1CCNCC1	9	97	0	-8	6	89	6	8	·
Cc1sc2nc3ccc(N4CCCCC4)nn3c(=O)c2c1C	4	93	0	-5	-8	100	-6	7	73

The whole of this part (from the top)
SMILES	sEH inhibitor	HUVEC inhibit	S1P2 agonist	sEH act	PTPN22 act	Fibroblast inh	S1P2 blocker	PostGolgi ctrl	H69AR growth 86K
COc1ccccc1C/C(N)=N/OC(=O)COc1cccc2ccccc12	3	·	-4	0	-2	·	-5	-3	·
C/C(CC(=O)Nc1ccc(OCc2ccccc2)cc1)=N\NC(=O)C(=O)Nc1ccc(C)c(Cl)c1	5	·	-2	-2	-1	·	-12	3	·
O=C(/C=N/O)NCC1CCNCC1	9	97	0	-8	6	89	6	8	·
Cc1sc2nc3ccc(N4CCCCC4)nn3c(=O)c2c1C	4	93	0	-5	-8	100	-6	7	73
C/C(=C\C(=O)c1ccncc1)Nc1ccccc1O	15	108	-5	-14	3	94	41	3	23*
O=C1CC(c2ccccc2)Cc2nc3ncnn3cc21 (configuration not stated)	-1	99	-3	0	-7	95	-4	2	85
COc1ccc2nc(SCC(=O)Nc3ccccc3C#N)[nH]c2c1	12	99	-8	-13	-5	100	10	19	83
COc1ccc(S(=O)(=O)N2CCSC2c2ccc(N)cc2)cc1 (configuration not stated)	-4	80	-2	5	-10	89	-16	1	90
CN(C)S(=O)(=O)c1ccc(N2CCN(S(=O)(=O)c3ccc(F)cc3)CC2)c(Cl)c1	-5	58	-4	3	-4	74	-3	15	62
O=S(=O)(NCCc1csc(-c2cccnc2)n1)c1ccc(Cl)s1	-10	90	-5	14	-3	90	2	14	82
CC(C)CCOc1ccc(C2(C)NC(=O)N(CN3CCOCC3)C2=O)cc1 (configuration not stated)	·	102	·	·	·	91	·	19	84
CCOC(=O)C1=C(C)Nc2nnnn2C1c1ccc(OC)c(Br)c1 (configuration not stated)	-1	105	-6	0	-6	95	10	4	75
O=C1CC(N2CCC(c3nc4ccccc4s3)CC2)C(=O)N1Cc1ccccc1 (configuration not stated)	6	101	-2	-8	10	102	-8	22	98
Cc1cc(S(=O)(=O)NC2CCCCC2)ccc1OCC(=O)NCc1ccccn1	13	105	-4	-9	7	100	-13	6	77
Cc1nc2ccccc2c2oc(C(=O)N3CCc4ccccc4C3)cc12	6	66	9	-4	-1	103	-34	35*	69
CCN(C(=O)c1cc2ccccc2oc1=O)c1ccccc1	4	83	-2	-2	2	113	3	-6	110
O=S(=O)(Nc1nc2c(s1)CCCC2)c1ccc(F)cc1	6	99	1	-7	-1	104	2	7	90
C/C(N)=C(/C#N)C(=O)COC(=O)CSc1ccccc1	0	102	-9	-1	0	·	14	1	101
O=C(O)CSC1CC(=O)N(c2ccc(Cl)c(Cl)c2)C1=O (configuration not stated)	3	98	-5	-5	-3	102	1	10	71
CCN1/C(=C(\O)c2ccccc2)C(=O)c2ccccc2S1(=O)=O	9	62	-4	-7	3	89	-5	23	33*
COc1ccccc1CNC(=O)C(CC(C)C)NS(=O)(=O)c1ccc2c(c1)oc(=O)n2C (configuration not stated)	-19	112	0	18	-4	107	5	-1	95
Cc1ccccc1-n1c(N)cc(=O)[nH]c1=S	8	102	-1	-10	-5	99	7	11	106
Cc1ccc(-c2nnn(CC(=O)N(CC(=O)NC(C)C)c3cnc4ccccc4c3)n2)o1	1	102	-2	-1	-1	103	11	-8	99
CCOC(=O)N1CCC(N(C(=O)Nc2cccc(OC)c2)C(C)CC)CC1 (configuration not stated)	-4	98	-6	3	-8	104	0	21	97
O=C(CCn1[nH]c(=O)c2ccccc2c1=O)N1CCOCC1	-20	105	-6	17	7	95	-21	3	97
COC(=O)c1cc(=O)n(Cc2ccc(OC)c(OC)c2)c(=Nc2ccc(F)cc2)s1	·	17*	-2	·	-2	12*	2	17	1.9*
Cc1ccc(-c2nnc(OCCN3CCOCC3)c3ccccc23)cc1	·	84	-9	·	-7	93	11	-3	66
Clc1ccc(NCc2nnc3n2CCCCC3)cc1	7	100	-13	-5	-1	102	-18	-4	102
COc1ccc2oc(=O)c(C(=O)n3ccc(C)n3)cc2c1	-9	109	1	6	-8	97	-1	12	91
Cc1ccc(SCCNC(=S)Nc2cc(C)ccc2C)cc1	-1	72	-1	1	8	101	-34	15	92
CN1CCN(c2cc(=O)n(Cc3ccc(F)cc3)c(=O)[nH]2)CC1	·	96	-6	·	2	99	14	2	87
O=C(NCc1nc(-c2ccccc2)no1)c1ccc(Br)o1	-10	93	-1	6	3	100	-31	0	86
O=C(Nc1ccc(-c2nc3ccccc3[nH]2)cc1)c1ccc2c(c1)OCO2	5	·	4	-4	-2	·	24	-7	·
CC(=O)NC(CCS(C)(=O)=O)C(=O)Nc1cc(C)on1 (configuration not stated)	-1	97	-4	1	-1	104	11	·	101
CC(C)n1c(N2CCN(C(=O)c3cccs3)CC2)nc2ccccc21	-6	88	-4	9	6	104	-1	24	79
CCOc1ccc(C(=O)Nc2c3c(nn2-c2cccc(C)c2C)CS(=O)C3)cc1 (configuration not stated)	2	99	-2	2	0	94	-3	11	86
FC(F)(F)c1ccc(N2CCN(c3ncnc4c3nnn4Cc3ccccc3)CC2)nc1	5	57	-1	-6	1	95	16	2	40*
CC(C)N1C(=O)C(Cc2nc3ccccc3c(=O)n2-c2ccccc2)c2ccccc21 (configuration not stated)	12	·	-4	-12	7	·	-12	27	·
CCn1c(CNC(=O)COc2c(C)cccc2C)nnc1SCC(=O)Nc1nccs1	4	86	-2	-2	-16	101	-7	-2	95
COC(=O)C1=C(C)N(C)C(=O)NC1c1ccccc1 (configuration not stated)	7	97	-7	-7	1	107	13	10	·
CCCCNc1ncnc2c1cnn2-c1ccccc1	-14	72	-1	15	1	68	-23	15	13*
COc1cccc2c1OC1(C)CC2NC(=O)N1c1cccc(C(=O)Nc2ccc3c(c2)OCCO3)c1 (configuration not stated)	-5	81	-3	8	-8	98	1	5	86
CCn1c(-c2ccc(F)cc2)cnc1SCC(=O)N1CCCCC1C (configuration not stated)	0	·	0	2	-21	·	-9	14	·
O=C(Nc1ncc([N+](=O)[O-])s1)C1CCN(S(=O)(=O)c2cnc[nH]2)CC1	4	·	-6	-7	-2	·	4	-4	·
COc1ccc(OCC(=O)N2CCN(C(=O)Cc3ccccc3)CC2)cc1	0	106	-8	1	-3	103	6	0	94
Cc1ccc(C(=O)N2CCN(c3ccc(C(F)(F)F)cn3)CC2)cc1	9	112	-4	-11	16	106	1	26	97
Cc1cccc(NC(=S)NN(Cc2ccccc2)c2ccccc2)c1C	-14	·	-3	14	-2	·	0	14	·
CC(C)(C)C(=O)C(Oc1cccc2nonc12)n1cncn1 (configuration not stated)	-5	108	-6	2	2	99	7	17	101
CC1CCN(S(=O)(=O)c2cccc(C(=O)NCc3cccs3)c2)CC1	·	123	-1	·	-5	105	26	24	103
CCOc1ccccc1NC(=O)CN1CCC(NC(=O)c2ccccc2)CC1	0	94	0	0	-3	100	7	4	84
O=C1c2ccccc2S(=O)(=O)N1CCOc1ccccc1	-15	97	-3	18	14	96	-10	0	98
Cc1cc(C)cc(NC(=O)N2CCC(NC(=O)c3ccc(F)cc3)CC2)c1	14	98	-2	-13	-4	104	12	37*	99
Cc1ccc(CNC(=O)CCS(=O)(=O)c2cccc3nsnc23)cc1	·	108	·	·	·	104	·	13	103
C=C(C)Cn1c(C)cc(C)c(S(=O)(=O)c2ccccc2C)c1=O	14	98	1	-14	-4	104	0	19	85
CC(NC(=O)COc1cccc(Br)c1)C(=O)O (configuration not stated)	-13	85	-11	11	17	96	26	16	95
C/C(O)=C\c1nc2ccccc2oc1=O	3	·	0	0	12	·	17	4	·
CCCCNC(=O)C1CCN(c2nc(OC)nc(OC)n2)CC1	10	106	-4	-7	7	102	-7	·	88
COc1ccc(OCc2nc3ccccc3[nH]2)cc1	8	99	-4	-8	-2	101	-11	8	92
COc1ccccc1C1CC(c2ccc(Cl)cc2)Nc2nc(N)nn21 (configuration not stated)	-1	91	-5	1	-4	93	15	24	105
Cc1c(NS(=O)(=O)c2cccc(C(=O)NCc3ccccc3)c2)c(=O)n(-c2ccccc2)n1C	16	90	-3	-18	-1	105	-13	-2	98

3 entries from above, ordered by number of heavy atoms, low to high:
SMILES	sEH inhibitor	HUVEC inhibit	S1P2 agonist	sEH act	PTPN22 act	Fibroblast inh	S1P2 blocker	PostGolgi ctrl	H69AR growth 86K
CCCCNC(=O)C1CCN(c2nc(OC)nc(OC)n2)CC1	10	106	-4	-7	7	102	-7	·	88
COc1ccccc1C1CC(c2ccc(Cl)cc2)Nc2nc(N)nn21 (configuration not stated)	-1	91	-5	1	-4	93	15	24	105
Cc1c(NS(=O)(=O)c2cccc(C(=O)NCc3ccccc3)c2)c(=O)n(-c2ccccc2)n1C	16	90	-3	-18	-1	105	-13	-2	98

Carrying on.
SMILES	sEH inhibitor	HUVEC inhibit	S1P2 agonist	sEH act	PTPN22 act	Fibroblast inh	S1P2 blocker	PostGolgi ctrl	H69AR growth 86K
Cc1nc(C(=O)N(C)C)nn1-c1cc(Cl)ccc1Cl	7	·	0	-8	-4	·	4	1	·
COc1ccccc1N1CCN(CC(=O)Nc2cccc(F)c2)CC1	4	94	1	-2	12	92	-5	13	89
COCCCNC(=O)C12CCC(C)(C(=O)C1)C2(C)C (configuration not stated)	-7	101	-4	6	0	105	9	7	84
COc1ccccc1NC(=O)C1=C(C)NC(SCC(=O)c2ccc(C)cc2)=C(C#N)C1c1ccco1 (configuration not stated)	14	76	-3	-13	-6	99	-3	8	85
O=C(NC1CC2CCCC(C1)N2C(=O)NC1CCCCC1)c1ccc(F)cc1 (configuration not stated)	7	91	-5	-7	-1	93	-3	2	·
C/C(=N\Nc1nc2c(s1)CCCC2)c1ccc(Cl)cc1	-12	·	-8	14	1	·	12	26	·
CCOC(=O)C1=C(N)OC2=C(C(=O)CC(C)(C)C2)C1c1cccs1 (configuration not stated)	9	101	-2	-4	-6	106	-5	·	105
CCC(=O)Nc1ccc(NC(=O)c2ccccn2)cn1	·	83	·	·	·	92	·	0	95
O=C(c1ccco1)N1CCC(c2nc(-c3ccccc3Cl)no2)CC1	7	125	-5	-3	-6	107	10	14	98
CCCC(=O)Nc1ccc(N2CCOCC2)cc1	-6	102	-4	6	-9	97	22	10	97
CCN(CC)CCCNC(=O)N[C@@H](Cc1ccccc1)C(=O)O	-13	88	-5	10	2	96	14	17	92
CCOC(=O)c1oc2ccccc2c1NC(=O)c1ccc2c(c1)OCO2	-1	66	-4	0	-5	104	-15	28	73
Cc1cc(C)cc(-n2c(C)cc(/C=N/NC(=O)CSc3ncccn3)c2C)c1	13	·	-10	-14	-18	·	-12	18	·
Cc1n[nH]c(=O)nc1Nc1ccc(O)cc1	-11	94	-5	7	-2	105	-17	2	97
COc1cc(-c2noc(CCC(N)=O)n2)cc(OC)c1OC	0	97	1	0	12	110	-12	4	90
Cc1ccc(NCCC(=O)c2ccc(Cl)cc2)cc1C	-13	·	0	12	5	·	-5	6	·
Oc1oc(-c2ccccc2)nc1C=Nc1ccccc1	7	98	-13	-7	6	107	-1	10	90
C/C(=N\NC(=O)c1ccc(Br)cc1)C1C(=O)c2ccccc2C1=O	1	·	-1	0	-6	·	-2	-5	·
O=C(Cn1ncnn1)OCc1ccccc1Cl	-5	101	1	8	-4	101	-16	0	102
N#Cc1nc(Cc2cccc3ccccc23)oc1NCC1CCCO1 (configuration not stated)	-2	87	-9	3	8	97	4	22	83

This is a subset; the hit share may differ from the screen's.
